High-throughput results deposited in PubChem BioAssay by several laboratories.
Fam108B counter: blocks mouse Fam108B hydrolase in RBBP9 counter-screen; AID 1947; 0.33% of 300,000 active; inhibition, % at 9.51 µM; recombinant Fam108B, FP-Rh probe fluorescence polarization;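 active means inhibition above the screen mean inhibition plus 3 SD, computed separately per campaign, cut at about 18% in these data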;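 further: inhibitors lower polarization as less probe binds the enzyme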
VLA-4 inh: inhibition in a human VLA-4 binding assay; P13612; VLA-4 expressing cells, ligand binding flow cytometry; inhibition, % (about 7 µM as worked out from the volumes in the protocol); 0.2% of 330,000 active; AID 2557; in the data active means inhibition above about 50%
MCL1 BIM primary: MCL1-BIM-BH3 interaction inhibition (human). Q07820. GST-MCL1 / FITC-Bim-BH3 fluorescence polarization. inhibition, % at 10.9 µM. 0.68% of 320,000 active. AID 2057;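 active means inhibition above the mean inhibition of all tested compounds plus 3 SD, set per campaign, cut at about 40% in these data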;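 further: 0% = DMSO wells and 100% = unlabeled Bim-BH3 peptide control; higher means more loss of mP so more displacement of Bim peptide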
Target sequence (Q07820 whole entry, looked up): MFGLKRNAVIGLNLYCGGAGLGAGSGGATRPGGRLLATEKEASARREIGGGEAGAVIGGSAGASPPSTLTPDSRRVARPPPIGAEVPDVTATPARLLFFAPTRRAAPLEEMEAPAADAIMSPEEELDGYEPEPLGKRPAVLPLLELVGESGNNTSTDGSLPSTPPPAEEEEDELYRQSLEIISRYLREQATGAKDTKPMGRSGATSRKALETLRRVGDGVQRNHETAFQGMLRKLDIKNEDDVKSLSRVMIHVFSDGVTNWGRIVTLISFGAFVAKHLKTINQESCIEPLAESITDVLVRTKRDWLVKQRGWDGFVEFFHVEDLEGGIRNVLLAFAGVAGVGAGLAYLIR
Efflux pump inh: blocks antifungal efflux pumps in multiplex yeast assay; S. cerevisiae Candida pump triplex, Nile Red efflux; inhibition, % at 10 µM; 0.44% of 330,000 active;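 active means plate passing quality check with inhibition over a set limit, or well fluorescence over plate mean plus 4 SD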;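 further: Nile Red retained in pooled yeast measured as flow cytometry median fluorescence; 0% = buffer negative control and 100% = Enniatin B positive control; higher means more Nile Red kept so more efflux inhibition; some compounds called inactive have numbers as strong as hits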
GLD-1 RNA inh: GLD-1-TGE RNA interaction inhibition (C. elegans). inhibition, % at 5.96 µM. 0.44% of 320,000 active. Q17339. purified GLD-1 + fluorescein TGE RNA, fluorescence polarization. AID 2280;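 active means percent inhibition above a per-plate cutoff, the plate mean of test compounds plus 3 SD, cut at about 30% in these data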;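 further: 0% = DMSO wells with GLD-1 and probe and 100% = wells lacking GLD-1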
Bcl-xL primary: blocks human Bcl-xL binding to Bim BH3 peptide. Q07817. GST-Bcl-xL / FITC-Bim BH3 peptide fluorescence polarization. inhibition, % at 10.9 µM. 0.7% of 320,000 active. AID 2129;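 active means inhibition above the mean of all tested compounds plus 3 SD, cutoff set per campaign, cut at about 30% in these data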;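 further: 0% = DMSO wells and 100% = unlabeled Bim-BH3 peptide competitor; inhibitors lower millipolarization by displacing the labeled peptide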
MEX-5 binding: C. elegans MEX-5 TCR-2 RNA binding activity; Q9XUB2; MEX-5/FITC-TCR2 RNA binding, fluorescence polarization; stronger effect = lower value; activity score (negative = inhibition of binding), % at 10 µM; 0.38% of 300,000 active; AID 1832;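 active means inhibition past about -25% in most replicates, and total fluorescence under double the plate's negative control median, limit read from the data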;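 further: 0% = DMSO and -100% = 5 µM competing unlabeled TCR2 RNA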
PME-1 inh: blocks human protein phosphatase methylesterase 1; Q9Y570; recombinant PME-1, FP-Rh probe fluorescence polarization; inhibition, % at 5.9 µM; 0.53% of 320,000 active; AID 2130;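 active means inhibition above the campaign mean of all compounds plus 3 SD, cut at about 26% in these data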;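 further: competitive labeling of PME-1 active site by serine hydrolase directed probe; 0% = PME-1 with DMSO and 100% = wells lacking PME-1 enzyme; inhibitors block probe labeling so polarization falls and inhibition rises; many of its hits are not listed in these tables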
GRK2 aptamer HTS: human GRK2 inhibition via aptamer displacement; inhibition of aptamer binding, % at 10 µM; P25098; AID 488847; 0.59% of 330,000 active; bead flow cytometry, FAM-aptamer displacement from GRK2;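 active means inhibition of aptamer binding above 40%, roughly 3 SD of noise, on plates passing a quality check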;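 further: median bead fluorescence of bound FAM aptamer so fluorescent compounds give negative values; no value below 0 was filed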
Target sequence (P25098 whole entry, looked up): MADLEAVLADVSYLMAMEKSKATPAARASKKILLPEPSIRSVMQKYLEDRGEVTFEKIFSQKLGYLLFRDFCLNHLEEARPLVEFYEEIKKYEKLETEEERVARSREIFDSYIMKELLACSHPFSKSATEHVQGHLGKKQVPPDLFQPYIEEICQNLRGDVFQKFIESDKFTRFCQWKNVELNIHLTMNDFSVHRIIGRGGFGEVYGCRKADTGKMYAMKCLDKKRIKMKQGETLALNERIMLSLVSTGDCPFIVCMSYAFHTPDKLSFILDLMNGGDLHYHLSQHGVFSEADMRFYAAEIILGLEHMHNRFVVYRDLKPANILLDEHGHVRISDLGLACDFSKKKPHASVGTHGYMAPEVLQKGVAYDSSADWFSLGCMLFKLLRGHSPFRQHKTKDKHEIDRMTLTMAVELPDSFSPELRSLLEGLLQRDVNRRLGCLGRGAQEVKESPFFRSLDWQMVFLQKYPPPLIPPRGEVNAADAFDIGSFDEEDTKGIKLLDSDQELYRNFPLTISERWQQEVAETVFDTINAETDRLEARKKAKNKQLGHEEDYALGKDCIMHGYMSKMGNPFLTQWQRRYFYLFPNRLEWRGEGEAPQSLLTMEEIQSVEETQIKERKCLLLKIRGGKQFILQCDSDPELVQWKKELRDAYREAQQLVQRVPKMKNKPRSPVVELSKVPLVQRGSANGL
The depositor's hits bear a star; / = not tested or not shown; & = joins results of further samples. These rows are one share of the data. The share of hits here may be higher or lower than overall.

Sequence of screens – Fam108B counter	VLA-4 inh	MCL1 BIM primary	Efflux pump inh	GLD-1 RNA inh	Bcl-xL primary	MEX-5 binding	PME-1 inh	GRK2 aptamer HTS
- COCCOC(=O)C1=C(C)N(c2ccccc2)C(=S)NC1c1ccccc1C(F)(F)F (stereo unspecified)
→ 1	15	12	-0.1	6	3	3.2	2	0
- COc1ccccc1OCC(=O)Nc1ccc(S(=O)(=O)N2CCOCC2)cc1
→ 1	6	-1	-0.1	4	3	0.2	-2	2
- CCOC(=O)Cc1nnc(NC(=O)CSc2ccc(Cl)cc2)s1
→ -2	-5	-8	0.0	6	-2	-3.8	-6	3
- Cc1c(C(=O)NC(=S)NCc2cccnc2)oc2ccccc12
→ -2	13	-2	0.1	4	8	1.6	-7	0
- C(=C\c1ccco1)/C1=NN(c2ccccc2)C(c2ccco2)C1 (stereo unspecified)
→ 1	-369	-34	1.4*	-32	-22	3.1	-6	0
- CCc1nnc(NC(=O)c2ccc(S(=O)(=O)N(CC)Cc3ccccc3)cc2)o1
→ -2	-22	7	0.0	-5	1	1.9	-9	1
- CC(=O)NC(c1cccs1)c1cc(Cl)c2ccccc2c1O (stereo unspecified)
→ /	6	4	-0.1	4	2	/	8	0
- Cc1ccc(S(=O)(=O)c2c(C)cc(C)nc2Oc2cccc(C(F)(F)F)c2)cc1
→ 1	21	2	-0.3	1	1	1.5	-2	1
- CC(C)OCCCn1c(=N)c(S(=O)(=O)c2ccccc2)cc2c(=O)n3ccccc3nc21
→ 1	0	6	0.1	-1	11	-0.5	0	4
- Cn1c2c(c(=O)n(C)c1=O)C(c1ccccc1Cl)CC(=O)N2 (stereo unspecified)
→ 3	27	2	-0.1	-1	2	2.4	3	3
- COc1ccc(/C=C2\CCn3c2nc2cc(C(=O)O)ccc2c3=O)cc1O
→ 2	7	15	1.2	0	10	-1.4	0	1
- c1ccc(-c2nc3cc4ccccc4cc3[nH]2)nc1
→ 2	-1	5	0.1	2	2	0.8	-1	0
- Cc1ccc(NC(=O)[C@@H](C)NC(=O)[C@@H]2Cc3ccccc3CN2)cc1
→ 0	11	2	0.1	2	2	1.9	5	0
- COc1ccc(C2/C=C\CN(S(=O)(=O)c3cccs3)CC(=O)N2Cc2ccc(F)cc2)cc1 (stereo unspecified)
→ -1	/	4	/	11	3	1.9	2	/
- CCN(CC)C(=O)CSc1nc(O)c(Cc2ccccc2)c(=O)n1-c1ccccc1
→ 0	-38	0	-0.2	-7	4	1.6	0	4
- Cc1nnc(N(C)C(=O)c2ccccn2)s1
→ -3	15	-16	-0.2	-3	-4	2.2	-5	0
- Cn1c(=O)cc(SCC(=O)Nc2ccccn2)c2ccccc21
→ 5	6	8	-0.1	2	5	0.3	2	0
- COc1ccc(C(CNC(=O)COc2ccccc2-c2ccccc2)N2CCOCC2)cc1 (stereo unspecified)
→ 0	7	-5	0.0	1	1	2.3	-1	0
- CCc1cc(=O)[nH]c(SCC(=O)Nc2cc(C)on2)n1
→ -1	-7	-2	0.0	-2	1	2.7	0	4
- C=CCc1cc(OC)ccc1OCC(O)CN1CCN(c2ccc(OC)cc2)CC1 (stereo unspecified)
→ 0&4	14&-13	-11&9	0.1&-0.3	-8&-6	-4&16	-2.2&-0.6	5&-5	0&0
- Nc1c(S(=O)(=O)O)cc(NC(=O)c2ccccc2)c2c1C(=O)c1ccccc1C2=O
→ 53*	-8	109*	-0.1	68*	72*	-0.9	54*	2
- CCCCNC(c1ccccc1)c1ccncc1 (stereo unspecified)
→ 0	26	4	0.2	4	2	1.2	-2	0
- COc1ccc2c(=O)c3c(=O)n(-c4ccc(C)cc4)c(-c4ccccc4)nc3oc2c1
→ -3	1	7	0.0	5	8	-1.2	-3	2
- Cc1ccc(N(C(=O)CCC(=O)Nc2nccs2)C(C(=O)NC(C)(C)C)c2ccc(O)cc2)cc1 (stereo unspecified)
→ -4	17	7	0.1	-2	4	-0.1	-2	0
- CN(C)C(=O)CN(c1ccc2c(c1)OCO2)S(C)(=O)=O
→ 4	17	-2	0.0	-11	-4	-4.6	0	47*
- Cc1nn(C2CCS(=O)(=O)C2)c(C)c1CN(C)C(=O)c1ccccc1 (stereo unspecified)
→ /	-2	1	0.0	5	-3	/	1	0
- C=CCNc1nc(-c2cccs2)c(CC(=O)O)s1
→ -1	5	-4	-0.1	-2	1	3.2	3	1
- CC1CCN(c2[nH]c(=S)c(C#N)c3c2CCCC3)CC1
→ -1	2	15	-0.1	4	9	0.3	7	0
- O=C(Cc1ccccc1)NCc1ccc2c(c1)OCO2
→ -5	-18	1	0.1	3	2	-2.2	0	0
- CC1Cc2nc(SCC(N)=O)n(C)c(=O)c2S1 (stereo unspecified)
→ -1	26	0	0.0	5	2	-2.7	2	0
- NC(=O)CC(NC(=O)Cc1ccc(Br)cc1)c1ccc(NCCN2CCCCC2)c([N+](=O)[O-])c1 (stereo unspecified)
→ -3	-4	0	0.0	9	2	0.6	5	1
- Cc1cccc(CN2CCN(c3nc4nonc4nc3NC3CC3)CC2)c1
→ 0	1	23	-0.2	15	19	-8.8	-3	3
- Cc1cc(C(=O)N/N=C/c2cccnc2)c(C)o1
→ -2	-1	6	-0.1	0	5	-1.2	-12	2
- CCOC(=O)Cc1csc(NC(=O)c2cccs2)n1
→ -2	-12	9	-0.2	8	5	0.6	3	1
- COc1cc(/C=C/c2ccc3cccc(OC)c3n2)c(OC(C)=O)c([N+](=O)[O-])c1
→ -1	11	3	0.2	-8	1	-0.8	21	1
- CC(C)n1nccc1NC(=O)Nc1ccccc1
→ -6	6	-2	-0.1	1	0	3.5	-7	2
- O=C(COC(=O)c1cccnc1Cl)Nc1ncc(Cl)cc1Cl
→ 0	2	5	-0.2	9	8	-1.2	1	0
- COc1ccc(CN(C)CC(=O)Nc2cccc(S(N)(=O)=O)c2)c(OC)c1OC
→ -2	-2	11	0.3	1	3	-1.2	-6	1
- CCOC(=O)C(CCCCOc1ccc([N+](=O)[O-])cc1)C(=O)OCC
→ 2	8	-1	0.3	7	0	0.2	0	0
- Cc1nc(Nc2cccc(C(C)O)c2)c2nnn(Cc3ccc(F)cc3)c2n1 (stereo unspecified)
→ 4	10	1	-0.2	-5	5	0.0	4	1

Looked up above:
In VLA-4 inh, CC1Cc2nc(SCC(N)=O)n(C)c(=O)c2S1 (stereo unspecified) shows 26
In Bcl-xL primary, CC(C)OCCCn1c(=N)c(S(=O)(=O)c2ccccc2)cc2c(=O)n3ccccc3nc21 shows 11
In MCL1 BIM primary, COc1ccccc1OCC(=O)Nc1ccc(S(=O)(=O)N2CCOCC2)cc1 shows -1
In Bcl-xL primary, O=C(Cc1ccccc1)NCc1ccc2c(c1)OCO2 shows 2
In VLA-4 inh, CCCCNC(c1ccccc1)c1ccncc1 (stereo unspecified) shows 26
In MEX-5 binding, C=CCNc1nc(-c2cccs2)c(CC(=O)O)s1 shows 3.2
In Efflux pump inh, Cc1cccc(CN2CCN(c3nc4nonc4nc3NC3CC3)CC2)c1 shows -0.2

Next entries:
Sequence of screens – Fam108B counter	VLA-4 inh	MCL1 BIM primary	Efflux pump inh	GLD-1 RNA inh	Bcl-xL primary	MEX-5 binding	PME-1 inh	GRK2 aptamer HTS
- CCn1cc(C(=O)NCCCOC)c(=O)c2cc(S(=O)(=O)N(C)C)ccc21
→ -1	11	6	-0.3	5	3	-2.9	5	4
- O=C(N/N=C/c1ccc(Cl)cc1)C1CC12CCC2 (stereo unspecified)
→ 4	13	6	-0.1	0	4	2.3	-1	0
- COc1ccc(S(=O)(=O)Nc2ccccn2)cc1C
→ 2	-8	-7	-0.2	4	5	0.5	1	1
- CC(NS(=O)(=O)c1c(N)n(C)c(=O)n(C)c1=O)c1ccccc1 (stereo unspecified)
→ -4	-4	2	-0.2	8	2	1.9	0	1
- COCCN(CCOC)C(=O)COC(=O)c1ccc(Cl)c(S(=O)(=O)N(C)c2ccccc2)c1
→ 2	3	-5	0.0	-4	2	0.4	-5	3
- C=CCn1c(Oc2ccccc2)nc2c1c(=O)n(C)c(=O)n2C
→ 1	5	4	0.0	-6	-1	-1.6	0	2
- Cc1cc(C)cc(OCC(=O)Nc2cccc(-c3nc4ncccc4o3)c2)c1
→ -8	34	-1	0.2	3	1	-0.1	-14	0
- Cc1nc(-c2ccc(Cl)cc2)sc1C1(C)CC(c2ccccc2Br)=NO1 (stereo unspecified)
→ -2	/	1	/	0	3	1.7	-11	/
- O=[N+]([O-])c1ccc(/C=C/c2ccc3cccc(O)c3n2)cc1
→ 3	8	21	0.1	5	12	-2.5	14	0
- Cc1cc(=O)[nH]c(SCC(=O)NCCc2ccccc2)n1
→ -2	10	-5	-0.4	7	-4	-1.9	-1	0

The closing three records of the part above lead into the next.
Sequence of screens – Fam108B counter	VLA-4 inh	MCL1 BIM primary	Efflux pump inh	GLD-1 RNA inh	Bcl-xL primary	MEX-5 binding	PME-1 inh	GRK2 aptamer HTS
- Cc1nc(-c2ccc(Cl)cc2)sc1C1(C)CC(c2ccccc2Br)=NO1 (stereo unspecified)
→ -2	/	1	/	0	3	1.7	-11	/
- O=[N+]([O-])c1ccc(/C=C/c2ccc3cccc(O)c3n2)cc1
→ 3	8	21	0.1	5	12	-2.5	14	0
- Cc1cc(=O)[nH]c(SCC(=O)NCCc2ccccc2)n1
→ -2	10	-5	-0.4	7	-4	-1.9	-1	0
- Cc1ccccc1OCC(=O)NN1Cc2ccccc2C1=N
→ -1	1	0	0.0	2	10	1.8	-4	0
- CC(C)(C)c1[nH]nc2c1C(C1C=CCCC1)C(C#N)=C(N)O2 (stereo unspecified)
→ 2	-9	0	0.2	7	4	-0.6	-4	3
- COc1ccc(C(=O)N[C@H](C(=O)NCc2ccccc2)C(C)C)cc1
→ -3	4	1	-0.3	7	-2	1.6	-4	0
- C(=C/c1ccnc2nc(SC/C=C/c3ccccc3)nn12)/c1ccccc1
→ -15	5	-2	0.5	3	2	1.9	-2	0
- Cc1csc(NC(=O)c2ccc(C)o2)n1
→ 2	9	3	1.3	2	3	0.4	-1	34
- COc1ccc(C(=O)O/N=C(\C)c2cnccn2)cc1
→ -3	7	3	0.1	-1	6	1.0	0	0
- CC(=O)N1CCN(c2ccc(NC(=O)C(C)Oc3ccc(Cl)cc3Cl)cc2)CC1 (stereo unspecified)
→ 3	6	2	0.1	4	4	0.0	2	2
- NS(=O)(=O)c1cccc(NC(=O)CCS(=O)(=O)c2ccc(Cl)cc2)c1
→ -2	2	4	0.1	9	3	0.2	2	1
- O=C(Nc1ccon1)c1ccc(Br)o1
→ 1	7	2	0.2	-5	-2	-0.2	-1	4
- COc1ccc(NC(=O)C2CCCN(S(=O)(=O)c3ccc4[nH]c(=O)ccc4c3)C2)cc1 (stereo unspecified)
→ 4	30	3	0.0	9	-1	-2.2	0	0
- Nc1ccc(N2CCN(c3ccc(Cl)c(Cl)c3)CC2)cc1
→ 1	-1	22	-0.4	-3	9	1.4	4	0
- Cc1cc(C)cc(N(C(=O)c2cccs2)C2C=CS(=O)(=O)C2)c1 (stereo unspecified)
→ -2	30	3	-0.1	-3	0	1.1	2	0
